# HSP90 refold inh: HSP90 refolding inhibition in rabbit reticulocyte lysate; luciferase refolding luminescence, 3 h; hit rate 0.91% among 290,000; inhibition, % at 5.6 µM; AID 1789;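 active = inhibition above the screen-wide mean plus 3 SD, computed separately per campaign, cut at about 16% in these data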;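 note: 0% = DMSO wells and 100% = 60 µM geldanamycin wells; inhibitors lower the luminescence because luciferase stays unfolded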
# GSK3A inh: human GSK-3 alpha kinase inhibition | hit rate 0.1% among 320,000 | AID 2650 | inhibition, % at 10 µM | P49840 | ADP-Glo luminescence, 60 min;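 in the data active = inhibition above about 50%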;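 note: GST-tagged GSK-3 alpha with peptide substrate and 25 µM ATP; 0% = DMSO neutral wells and 100% = GW8510 positive control wells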
# Target sequence (P49840 whole entry, looked up): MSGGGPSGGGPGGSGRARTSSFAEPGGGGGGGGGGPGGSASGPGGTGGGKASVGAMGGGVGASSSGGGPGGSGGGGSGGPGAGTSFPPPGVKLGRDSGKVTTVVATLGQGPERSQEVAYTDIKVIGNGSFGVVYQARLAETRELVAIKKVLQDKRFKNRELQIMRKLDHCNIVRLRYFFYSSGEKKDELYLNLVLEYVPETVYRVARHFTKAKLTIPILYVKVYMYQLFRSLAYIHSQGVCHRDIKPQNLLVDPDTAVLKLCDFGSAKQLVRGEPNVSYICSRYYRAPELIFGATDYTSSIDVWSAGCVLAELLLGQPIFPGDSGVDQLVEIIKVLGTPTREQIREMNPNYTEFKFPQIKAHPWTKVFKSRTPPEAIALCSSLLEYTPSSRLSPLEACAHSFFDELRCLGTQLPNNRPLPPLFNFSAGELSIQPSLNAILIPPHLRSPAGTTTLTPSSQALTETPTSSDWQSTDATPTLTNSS
# AI-2 QS modul: modulates the Vibrio harveyi AI-2 quorum sensing system; hit rate 0.4% among 300,000; activity change, % at 7.5 µM; AID 2094; Vibrio harveyi JMH597 AI-2 luminescence/OD600 ratio, 9 h; active compounds read low; strain lacks LuxN and CqsS sensors; 0 = neutral-control median; in the data active = activity change below about -75%, passing the limit was not always enough; inconclusive = no clear call, values can overlap the other calls;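 note: luminescence divided by OD600 gain over 9 h not by final OD600 alone; inactives centre near 13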
# Platelet DG rel: platelet dense granule release activity. hit rate 0.22% among 300,000. human platelet-rich plasma, SFLLRN dense granule ATP release, luminescence. inhibition, %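 (compounds screened at 7.5 µM in platelet-rich plasma)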;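 active = mean replicate score, as percent of positive control, at or above 50; inconclusive = mean below 50 but at least one replicate at or above 50; inactive = mean and every replicate below 50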
# HSF1 inhib: HSF1 inhibition. NIH3T3-HGL HSE-luciferase, MG132-induced, luminescence 8 h; active compounds read low. activity change, negative = inhibition, % at 7.5 µM (by protocol). hit rate 0.77% among 300,000. AID 2098;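 active = more than half of replicate wells show activity change below -50%, luminescence cut by over half; inconclusive = some wells, but at most half, below -50%; inactive = no replicate well below -50%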;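 note: luciferase reports HSF-1 transcriptional activity via heat shock element; 0% = median of DMSO wells and -100% = zero luminescence signal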
# HDAC3 inhib: blocks human histone deacetylase 3; hit rate 0.15% among 320,000; recombinant HDAC3, fluorogenic peptide/trypsin coupled, fluorescence; O15379; inhibition, % at 8.3 µM; in the data active = inhibition above about 26%, passing the limit was not always enough; inconclusive = no clear call, values can overlap the other calls
# HSF-1 act: increases HSF-1 driven luciferase reporter signal. hit rate 1.7% among 300,000. NIH3T3-HGL HSF-1 luciferase reporter, MG132, 8 h; 100% = twice DMSO control signal. activation, % at 9 µM;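 active = mean replicate activation of at least 50% with a set share of replicates each reaching 50%; inconclusive = only one of those two conditions met; inactive = mean below 50% and too few replicates reaching it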;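 note: 0% = median of the neutral control wells and 100% = twice that signal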
# DYRK1A inh: inhibitors of rat Dyrk1A kinase. Q63470. ADP-Glo luminescence, NFATc1 peptide. inhibition, % at 12.5 µM. hit rate 0.43% among 310,000; in the data active = inhibition above about 50%;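 note: plate controls were vehicle with enzyme for no effect and no enzyme for full effect; many of its hits are not listed in these tables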
# PolyA inh: blocks polyadenylation in yeast reporter cells; S. cerevisiae SKY197-pL101 polyadenylation reporter, beta-gal luminescence; efflux-impaired pdr1/pdr3 knockout yeast; score 100 = 6 SD above DMSO; calls only at 12 µM; hit rate 0.02% among 300,000;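 active = lowest replicate activity score at least 50, where 100 means six control SD above control mean; inconclusive = lowest score under 50 but half or more replicates reach 50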;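 note: yeast exposed to compound for 9 h at 30 °C; higher score means more reporter readthrough which indicates perturbed polyadenylation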
# GSK3beta inhib: human GSK3beta kinase inhibition; P49841; GST-GSK3beta kinase, ADP-Glo luminescence, 60 min; active compounds read low; activity score (negative = inhibition), % at 10 µM; hit rate 0.038% among 300,000; AID 2097;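 active = more than half of replicate wells score below -50%, meaning over 50% inhibition versus plate controls; inconclusive = some replicates but at most half score below -50%; inactive = no replicate scores below -50%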;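 note: 0% = median DMSO wells and -100% = median GW8510 positive control wells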
# Target sequence (P49841 whole entry, looked up): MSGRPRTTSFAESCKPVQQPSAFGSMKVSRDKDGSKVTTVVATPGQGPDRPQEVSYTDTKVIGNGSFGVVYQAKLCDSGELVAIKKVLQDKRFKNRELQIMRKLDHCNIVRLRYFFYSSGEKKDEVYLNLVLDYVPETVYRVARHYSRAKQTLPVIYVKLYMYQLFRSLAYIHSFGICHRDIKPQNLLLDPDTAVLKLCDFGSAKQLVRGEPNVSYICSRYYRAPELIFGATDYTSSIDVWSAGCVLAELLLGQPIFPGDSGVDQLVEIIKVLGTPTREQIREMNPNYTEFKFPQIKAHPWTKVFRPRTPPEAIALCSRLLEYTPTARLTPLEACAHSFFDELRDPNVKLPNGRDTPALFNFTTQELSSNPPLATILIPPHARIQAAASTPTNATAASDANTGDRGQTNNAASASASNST
#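 Assay system: GST-tagged human GSK3beta kinase, cell-free; Input: 1.6 ng GSK3beta; Medium: Tris/MgCl2 kinase buffer; Timing: 60 min enzyme reaction, room temperature; Signal: ADP-Glo luminescence quantifying ADP generated by kinase; Evaluation: score relative to plate controls; Benchmarks: DMSO neutral wells and GW8510 at 20 µM as positive.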
# * = called active by the depositor; i = inactive; u = inconclusive; x = not tested or not shown. The list is partial. The share of hits here may be higher or lower than overall.
SMILES,HSP90 refold inh,GSK3A inh,AI-2 QS modul,Platelet DG rel,HSF1 inhib,HDAC3 inhib,HSF-1 act,DYRK1A inh,PolyA inh,GSK3beta inhib
Nc1c(-c2ccc(Cl)cc2)cnc2c(-c3ccccc3)cnn12,8,-2,1,-4,1,3,-14,-2,i,1
CC1=C(C#N)CCC(=O)N1Cc1ccc(C)cc1,-2,-3,5,-1,2,6,12,-2,i,-6
CCOC(=O)c1cnc2c(OC)cccc2c1Nc1ccc2c(c1)OCCO2,0,3,-4,10,-17,-2,-15,-4,i,-2
O=C(CCCOc1ccccc1)Nc1ccc(S(=O)(=O)Nc2ccccn2)cc1,-1,3,-47,1,3,6,3,1,i,-1
Cc1ccc(S(=O)(=O)CC(=O)Nc2nc3ccccc3s2)cc1,-6,-4,21,-18,0,-5,1,3,i,-6
NNC(=O)CSc1nc(-c2ccccc2)nc2c1CCCC2,1,0,24,5,6,-2,18,-1,i,0
CCOc1ccc(OCc2cccc(C(=O)N/N=C/c3cccnc3)c2)cc1,31*,-4,12,14,u,-2,-60,0,i,1
Nc1nn(-c2ccccc2)c(N)c1N=Nc1cccc(F)c1,4,-5,-13,-32,6,-10,-5,x,i,-1
CC(C)CCNC(=O)c1c(CSc2ccccc2)noc1C(=O)NCc1ccccc1,x,-1,-13,0,-4,-3,-10,4,i,0
O=c1cc(CO)oc(C(Nc2ccccn2)c2ccsc2)c1O (centres undefined),2,-1,12,8,-5,0,7,x,i,0
O=C(N/N=C/c1ccc(Cl)c([N+](=O)[O-])c1)c1cc(-c2ccc3c4c(cccc24)CC3)n[nH]1,0,-3,26,52*,-3,-4,12,-3,i,-3
Cc1cc(NC(=O)CSc2nc3ccccc3c(=O)n2C2CCCC2)no1,-2,-2,7,8,-24,1,-31,-3,i,2

# Three compounds already listed, ordered by their value in HSF1 inhib, ascending.
Structure,HSF1 inhib
Cc1cc(NC(=O)CSc2nc3ccccc3c(=O)n2C2CCCC2)no1,-24
Nc1c(-c2ccc(Cl)cc2)cnc2c(-c3ccccc3)cnn12,1
Nc1nn(-c2ccccc2)c(N)c1N=Nc1cccc(F)c1,6

# Reformatted: two of the compounds above.
structure	HSP90 refold inh	GSK3A inh	AI-2 QS modul	Platelet DG rel	HSF1 inhib	HDAC3 inhib	HSF-1 act	DYRK1A inh	PolyA inh	GSK3beta inhib
O=C(N/N=C/c1ccc(Cl)c([N+](=O)[O-])c1)c1cc(-c2ccc3c4c(cccc24)CC3)n[nH]1	0	-3	26	52*	-3	-4	12	-3	i	-3
Cc1cc(NC(=O)CSc2nc3ccccc3c(=O)n2C2CCCC2)no1	-2	-2	7	8	-24	1	-31	-3	i	2

# Further structures follow.
SMILES,HSP90 refold inh,GSK3A inh,AI-2 QS modul,Platelet DG rel,HSF1 inhib,HDAC3 inhib,HSF-1 act,DYRK1A inh,PolyA inh,GSK3beta inhib
CC1(OC(=O)C2CCCC2)C(=O)C=C2C=C(c3ccsc3)N(C3CCCCC3)C=C2C1=O (centres undefined),x,0,18,7,0,3,-3,7,i,-2
CC(C)Oc1ccc(Oc2ccc(C(F)(F)F)cn2)cc1,4,3,10,1,1,0,-13,-1,i,0
COc1ccc(-c2noc(CCCC(=O)NCc3ccco3)n2)cc1OC,0,-1,-2,-1,2,11,21,-3,i,-1
COc1ccc(C(C)C)cc1S(=O)(=O)NC1CCCC1,-4,-1,27,-3,-2,7,-8,2,i,1
CCN(CCn1cccn1)C(=O)c1ccc(OC2CCN(C(=O)COC)CC2)cc1,-5,-3,12,3,3,4,14,7,i,3
CC(OC(=O)/C(C#N)=C/c1ccc(N(C)C)cc1)C(=O)NCc1ccco1 (centres undefined),x,1,x,-4,3,3,10,-4,i,x
Cc1ccc[n+](C(C)C(=O)c2ccc(-c3ccccc3)cc2)c1 (centres undefined),0,1,0,1,-4,12,-6,0,i,0
CC1=CC(c2ccccc2)n2nc(N3C(=O)C4CC=CCC4C3=O)nc2N1 (centres undefined),4,-4,20,1,1,-46,-6,-3,i,2
COc1ccccc1N1CCN(/N=C\c2ccccc2)CC1,2,2,15,3,-3,-3,24,x,i,-4
Cc1cc(NC(=O)CSc2nnc3ccc(-c4ccc(F)cc4)nn23)no1,x,0,23,2,-5,-3,3,-4,i,0
COc1ccc2[nH]c3c(c2c1)CCN1C(=O)N([C@@H](C)C(=O)NCC2CCCO2)C(=O)[C@]31C (some centres undefined),-4,-3,10,3,1,2,14,11,i,-2
O=C(CSCc1cnn(-c2ccccc2)c1-n1cccc1)NCc1cccs1,3,1,18,-2,x,6,x,0,i,-3
O=C(CCC(=O)c1cccs1)Nc1ccccc1F,-2,1,-21,-1,3,3,4,8,i,2
COc1ccc(OC)c(NC(=O)C2CCCNC2=O)c1 (centres undefined),-1,-4,21,-7,x,5,x,-2,i,1
COc1ccc(NCC(=O)N/N=C2\CCc3ccccc32)cc1,-7,-1,17,16,-3,-1,7,-2,i,1
CC(=O)OCC[C@H](NS(=O)(=O)OCC(Cl)(Cl)Cl)c1ccccc1,-1,-2,6,-1,-4,14,-5,1,i,0
Cn1ccnc1SCC(=O)Nc1ccc2c(c1)OC(F)(F)O2,-1,-1,11,u,12,-1,14,x,i,0
Fc1ccccc1N1CC(c2ccccc2)C(c2cccs2)=N1 (centres undefined),0,-1,3,-11,-2,-3,11,-3,i,2
COc1ccc(OCC(O)CNC(=O)c2ccc(Br)cc2)cc1 (centres undefined),2,-1,15,-1,3,0,0,3,i,1
CCOc1ccccc1NC(=O)CSc1nnnn1-c1ccccc1,9,6,20,8,0,-2,8,31,i,1
CC(C)NC(NC(=O)/C=C/c1ccccc1)C(Cl)(Cl)Cl (centres undefined),-3,-1,59,-2,0,1,4,-1,i,0
O=C(NCCCNC(=O)c1ccccn1)c1ccccn1,4,-17,23,11,-9,1,6,-1,i,0
C/C=C(/C(=C/C)c1ccc(O)cc1)c1ccc(O)cc1,-1,-4,4,3,18,3,15,6,i,-1
CCOc1ccc(NC(=O)Nc2cccs2)cc1,3,-1,4,23,13,3,-3,-4,i,-2
Cc1ccc(OCc2nnc(NC(=O)c3ccco3)s2)c(C)c1,-1,-5,10,-2,5,4,23,0,i,-1
Cc1ccc(N(CC(O)CN2CCOCC2)S(=O)(=O)c2ccc3ccccc3c2)cc1 (centres undefined),1,1,32,-25,-5,3,-18,2,i,1
Cc1cccc(CN2C3=NCCCN3c3ccccc32)c1,-4,0,18,-2,-4,6,6,8,i,1
Cc1ccccc1-n1cc(C(=O)c2cc(Cl)ccc2O)cc(C#N)c1=O,-3,-4,22,1,3,-3,18,-4,i,5
CO/N=C/C(C#N)c1ncc(C(F)(F)F)cc1Cl (centres undefined),1,0,26,7,3,14,-5,-8,i,0
CCOc1ccc(NC(=S)N(CCc2ccncc2)C(C)C)cc1,3,-1,10,2,-53*,4,-63,-7,i,-1
O=[N+]([O-])c1ccc(-n2nnnc2-c2ccccc2)cc1,-1,-2,-5,4,-29,4,-50,-5,i,5
Cc1ccc(C)c(OCc2cc(C(=O)N3CC[C@H](O)C3)no2)c1,-3,-2,10,-13,31,-5,41,7,i,0
Cc1ccc2c(c1)c(Sc1ccccc1)c(CC(=O)O)n2C,-3,-5,21,1,0,-2,-8,7,i,3
Cc1ccc(NC(=O)Cn2cc(C=O)c3ccccc32)cc1,0,-3,-2,8,-2,-1,1,3,i,1
Cc1ccsc1/C=N/Nc1cccc(C(=O)O)c1,65*,-4,92,35,-54*,-1,-67,0,x,-1
CCOc1ccc(C(=O)NC(Cc2ccccc2)C(=O)OC)cc1 (centres undefined),-2,-1,28,-5,23,1,41,-2,i,-1

# Reformatted as tab-separated lines: 3 of the compounds above
molecule	HSP90 refold inh	GSK3A inh	AI-2 QS modul	Platelet DG rel	HSF1 inhib	HDAC3 inhib	HSF-1 act	DYRK1A inh	PolyA inh	GSK3beta inhib
CCOc1ccc(NC(=S)N(CCc2ccncc2)C(C)C)cc1	3	-1	10	2	-53*	4	-63	-7	i	-1
O=[N+]([O-])c1ccc(-n2nnnc2-c2ccccc2)cc1	-1	-2	-5	4	-29	4	-50	-5	i	5
Cc1ccc(C)c(OCc2cc(C(=O)N3CC[C@H](O)C3)no2)c1	-3	-2	10	-13	31	-5	41	7	i	0

# Whole records as entered above. Order of values: HSP90 refold inh, GSK3A inh, AI-2 QS modul, Platelet DG rel, HSF1 inhib, HDAC3 inhib, HSF-1 act, DYRK1A inh, PolyA inh, GSK3beta inhib
# Entry for `Cc1ccc(NC(=O)Cn2cc(C=O)c3ccccc32)cc1` = 0, -3, -2, 8, -2, -1, 1, 3, i, 1
# Entry for `CCOc1ccc(C(=O)NC(Cc2ccccc2)C(=O)OC)cc1` (centres undefined) = -2, -1, 28, -5, 23, 1, 41, -2, i, -1
# Entry for `Cc1ccc(N(CC(O)CN2CCOCC2)S(=O)(=O)c2ccc3ccccc3c2)cc1` (centres undefined) = 1, 1, 32, -25, -5, 3, -18, 2, i, 1

# The results go on:
SMILES,HSP90 refold inh,GSK3A inh,AI-2 QS modul,Platelet DG rel,HSF1 inhib,HDAC3 inhib,HSF-1 act,DYRK1A inh,PolyA inh,GSK3beta inhib
Cc1c(C(=O)Nc2ccccc2-c2ccccc2)cccc1[N+](=O)[O-],-2,0,38,1,3,-3,7,-11,i,0
CC(C)COc1nc2ccccc2c(=O)n1OCC(=O)O,1,0,17,1,26,7,33,10,i,-3
O=C(NC(CCl)c1ccccc1)c1ccc(Cl)cc1 (centres undefined),1,-10,6,-1,25,3,25,-4,i,-6
COC(=O)C(C)Sc1nc2c(c(=O)n(C)c(=O)n2C)n1Cc1cccc(C)c1 (centres undefined),-4,x,31,-19,6,x,19,11,i,-4
Cc1c(C(=O)NCCCn2ccnc2)oc2ccccc12,-4,0,12,9,-6,7,-7,x,i,1
CSc1ccc(CN(C)C(=O)CNC(=O)c2sc3ccccc3c2Cl)cc1,0,-1,7,-21,4,7,16,2,i,-1
CCOC(=O)CNC(=S)N(Cc1ccccc1)Cc1cccnc1,-7,-1,11,-66,2,2,8,-5,i,1
COc1ccccc1N(CC(=O)NC1CCCCC1)S(C)(=O)=O,0,2,21,9,4,7,11,3,i,0
